Source: PubChem BioAssay
RSV CPE inhibition: inhibition of RSV-induced cytopathic effect – HEp-2 cells, primary 10 µM value included (AID 2391) | HEp-2 cells, RSV-induced CPE inhibition; higher % means a stronger effect | one-dose CPE inhibition, % at 10 µM; IC50 in µM for titrated hits | actives 0.13% (n = 310,000); in the data active = a potency from the dose series; also: strong numbers were not always called active
Myeloid diff MLP: compounds promoting myeloid differentiation | actives 1% (n = 360,000) | calls only at 10 µM | ER-HoxA9 myeloid progenitors, lysozyme-GFP differentiation, flow cytometry;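 active = normalized GFP-positive differentiation at or above the plate's own cutoff, the solvent-only control mean plus 3 SD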;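 also: cells exposed to compound for four days before flow analysis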
TNAP activation fold: human TNAP enzyme activators, primary screen, biochemical, luminescent, no phosphate acceptor, uHTS (AID 1001); purified TNAP, luminescent activation assay, no phosphate acceptor; higher activation fold means a stronger effect; one-dose activation fold at 20 µM; EC50 in µM for titrated hits; actives 0.03% (n = 200,000); in the data active = activation fold from about 3, or a potency from the dose series; inactive = the rest, 99 in 100 with activation fold below about 1.6; also: many of its hits are not listed in these tables
PhoP inhibition: inhibitors of PhoP regulon expression, primary screen, Salmonella Typhimurium, GFP reporter (AID 1863); actives 0.16% (n = 300,000); inhibition, % at 50 µM, or IC50 in µM where a hit was titrated; S. Typhimurium PhoP-regulated promoter GFP reporter, 4 h; higher % means a stronger effect;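 active = inhibition over 29.93%, a cutoff 3 SD above the screen mean, later confirmed by dose response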;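 also: 0% = low Mg2+ inducing control and 100% = high Mg2+ repressing control; strong numbers were not always called active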
PMI inhibitors: MPI enzyme activity inhibition – biochemical, fluorescence intensity, coupled assay, primary screen (AID 1209). inhibition, % at 20 µM; hits with a dose series show IC50 in µM. purified PMI enzyme, coupled fluorescence intensity; higher % means a stronger effect. actives 0.42% (n = 190,000);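 also: plate controls were DMSO vehicle for no effect and wells lacking substrate for full effect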
human PMI inhibitors: human PMI inhibitors, high substrate, primary screen, biochemical, fluorescence intensity, high mannose 6-phosphate (AID 1220); actives 0.66% (n = 190,000); recombinant PMI enzyme, coupled fluorescence intensity; higher % means a stronger effect; inhibition, % at 20 µM, or IC50 in µM where a hit was titrated
WT yeast gro inh: growth inhibition of WT yeast, mitochondrial fusion screen; inhibition, % at 10 µM; actives 2.1% (n = 190,000); AID 1362; mitochondrial fusion phenotypic screen, WT strain; in the data active = inhibition above about 58%; tested in S. cerevisiae
XIAP displacement: XIAP antagonists, biochemical, IAP family, fluorescence polarization (AID 1018); displacement, % at 20 µM, or IC50 in µM where a hit was titrated; actives 0.007% (n = 200,000); XIAP BIR domain, fluorescence polarization peptide displacement; higher % means a stronger effect; in the data active = displacement above about 50%; also: a part of the inactive calls stands beside numbers as strong as those of hits
SIAH1 antagonists: Siah-1 peptide-binding antagonists, primary screen, biochemical, fluorescence polarization, rhodamine-plectin, uHTS (AID 1817); actives 0.02% (n = 290,000); Siah-1 / rhodamine-plectin peptide fluorescence polarization; higher % means a stronger effect; displacement, % at 20 µM, or IC50 in µM where a hit was titrated;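 active = displacement of at least 50% at 20 µM, with a fluorescence ratio check between 0.3 and a set limit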;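 also: plate controls were Siah plus tracer with DMSO for no effect and tracer alone without Siah for full effect; strong numbers were not always called active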
WT yeast gro inh mutant strain: second read-out of WT yeast gro inh, no call of its own (marks repeat the call); inhibition, %; mitochondrial fusion phenotypic screen, mutant strain inhibition
Myeloid diff MLP GFP+ MAC1+ %: second read-out of Myeloid diff MLP, no call of its own (marks repeat the call); GFP+ MAC1+ double positive, %; measured here: differentiation confirmed by MAC1 staining
* hit, by the source's call; i = inactive; . = no result given. Rule as the data show it, unless noted: active = inhibition above about 50%; inactive = the rest.

SMILES	RSV CPE inhibition	Myeloid diff MLP	Myeloid diff MLP GFP+ MAC1+ %	TNAP activation fold	PhoP inhibition	PMI inhibitors	human PMI inhibitors	WT yeast gro inh	WT yeast gro inh mutant strain	XIAP displacement	SIAH1 antagonists
COC(=O)CS(=O)(=O)c1nnc([C@H](Cc2ccccc2)NC(=O)OC(C)(C)C)o1	0.0%	i	0.9	1.1	-8%	2%	-1%	2	14	0.1%	5%
N#Cc1nc(Cc2cccc3ccccc23)oc1NCCN1CCCCC1	-2.9%	i	2.9	1.1	3%	11%	6%	-19	-6	-2.9%	-5%
C/C(=N\NC(=O)c1ccccc1)c1ccc(C)c([N+](=O)[O-])c1	2.0%	i	0.3	1	-1%	12%	4%	-16	-12	-5.9%	-2%
O=C1CCCC2=C1C(c1ccncc1)c1c(nc(SCc3ccccc3Cl)[nH]c1=O)N2 (stereo unspecified)	16%	i	0.9	1.1	15%	7%	-2%	6	2	-2.8%	-1%
Cn1c(-c2cc(Cl)ccc2O)nc2c1c(=O)[nH]c(=O)n2Cc1ccccc1	-0.8%	i	0.1	1.1	-5%	2%	11%	8	-2	-3.2%	-5%
COc1ccc(NC2CCCN(C(=O)CCN3CCCO3)C2)cc1 (stereo unspecified)	5.3%	i	1.7	.	-2%	.	.	.	.	.	0%
Cc1sc2nc(CN3CCCCC3)nc(N3CCN(C(=O)c4ccco4)CC3)c2c1C	-1.3%	i	0.9	1.1	5%	-10%	-5%	0	1	-4.5%	-1%
CCOc1ccc(-c2nnc(-c3ccc(OC)cc3)o2)cc1	0.5%	i	0.8	1	5%	7%	6%	-16	-12	-4.7%	0%
Cc1cc([N+](=O)[O-])ccc1NC(=O)C(C)N1CCN(c2ccccn2)CC1 (stereo unspecified)	12%	i	0.6	1.1	.	16%	9%	-20	-9	-3.4%	14%
CN(C)S(=O)(=O)N1CCN(S(=O)(=O)N(C)C)CC1	0.0%	i	0.6	1.1	26%	4%	3%	17	8	-5.7%	-4%
O=C(Cn1c(-c2ccccn2)nc2ccccc21)N/N=C/c1ccccn1	1.4%	i	0.0	1.9	2%	10%	5%	-9	-22	-8.0%	-1%
Cc1cccc(C(=O)N(Cc2nc3ccccc3c(=O)[nH]2)C2CCCCC2)c1	0.4%	i	0.4	1	5%	-4%	-2%	20	-4	-7.4%	-1%
COC(=O)c1cccc(NC(=O)Cc2nc(-c3ccccc3)sc2-c2ccc(C)cc2)c1	5.9%	i	0.9	1.2	-13%	0%	15%	2	0	-28%	1%
O=C(CSc1ccc2ccccc2n1)c1ccc2c(c1)OCO2	0.2%	i	2.5	1	20%	1%	0%	15	32	-4.0%	-6%
O=C(CCC1CCCN(c2ncccn2)C1)NCc1ccc(F)c(F)c1 (stereo unspecified)	-1.2%	i	0.1	1	.	3%	-1%	6	6	-0.6%	2%
Cc1nc2scc(C)n2c(=O)c1S(=O)(=O)NC(C)c1ccccc1 (stereo unspecified)	3.4%	i	2.3	.	-2%	.	.	.	.	.	0%
O=C(O)c1ccc(S(=O)(=O)N(Cc2ccc(F)cc2)C2CCCCC2)cc1	4.2%	i	0.1	.	6%	.	.	.	.	.	-3%
NS(=O)(=O)c1ccc(NC(=O)COC(=O)c2cc3ccccc3cc2O)cc1	0.3%	i	0.6	.	-15%	.	.	.	.	.	14%
COc1cccc(OC)c1C(=O)N1CCOCC1	0.3%	i	2.2	1.1	-1%	4%	7%	6	-9	-9.9%	-1%
COc1ccc(C(N)c2nccc3cc(OC)c(OC)cc23)cc1OC (stereo unspecified)	-0.6%	i	0.7	.	-2%	.	.	.	.	.	2%
Cc1cccc(OCC(O)Cn2c(N3CCCCC3)nc3c2c(=O)n(C)c(=O)n3C)c1 (stereo unspecified)	3.4%	i	0.8	.	10%	.	.	.	.	.	-4%
O=C(NCc1ccccc1)/C(=C\c1ccc(O)cc1)NC(=O)c1ccco1	-0.5%	i	1.1	.	6%	.	.	.	.	.	4%
Cc1ccc(C(=O)N2CCN(C)CC2)cc1S(=O)(=O)N1CCCCCC1	1.1%	i	0.5	.	1%	.	.	.	.	.	-2%
COc1ccccc1N(Cc1ccccc1)S(=O)(=O)c1cccc(C(=O)Nc2ccccn2)c1	40%	i	0.3	.	-2%	.	.	.	.	.	1%
CCOCCCNC(=O)C1CCC(CNS(=O)(=O)c2ccc(OC)cc2)CC1 (stereo unspecified)	-0.9%	i	0.8	1.1	-12%	10%	8%	-7	13	-5.4%	12%

(cont.)
SMILES	RSV CPE inhibition	Myeloid diff MLP	Myeloid diff MLP GFP+ MAC1+ %	TNAP activation fold	PhoP inhibition	PMI inhibitors	human PMI inhibitors	WT yeast gro inh	WT yeast gro inh mutant strain	XIAP displacement	SIAH1 antagonists
CCOC(=O)C1(CC2CCCCO2)CCN(Cc2nc(-c3cccs3)oc2C)CC1 (stereo unspecified)	1.5%	i	0.3	1.1	-7%	1%	-2%	5	-3	-5.7%	-4%
CCn1nc(NC(=O)c2cccnc2)c2cc3ccccc3nc21	-0.4%	i	0.9	1.3	-7%	2%	2%	-3	-16	-4.1%	0%
Cc1ccc(Oc2c(C=O)c3ccccc3n2C)cc1	-0.8%	i	0.2	1.1	13%	15%	13%	-3	2	-6.6%	4%
CCNC(=S)N/N=C/c1ccccc1[N+](=O)[O-]	-1.5%	i	0.3	1.1	8%	1%	-2%	-1	-15	-6.3%	6%
CCc1ccc2[nH]c(=O)c(CN(CC3CCCO3)C(=S)NCc3ccco3)cc2c1 (stereo unspecified)	2.3%	i	0.4	.	-8%	.	.	.	.	.	-7%
CC(C)CCN1CCN(C2CCN(c3ccc4c(c3)OCO4)CC2)CC1CCO (stereo unspecified)	-1.0%	i	0.1	1	2%	21%	52%*	-3	4	-3.1%	-2%
O=c1cc(CSc2ccc(Cl)cc2)nc(N2CCOCC2)[nH]1	5.3%	i	0.2	1	12%	4%	-3%	10	-7	-5.4%	2%
O=C(O)c1ccn(Cn2cnc3ccccc32)n1	0.9%	i	1.1	1.1	-8%	-2%	-10%	-44	-39	1.8%	-6%
COc1cccc(-c2nc(CS(=O)(=O)CC(=O)NCCC(C)C)c(C)o2)c1	0.5%	i	3.0	1	-1%	1%	-2%	4	6	-39%	-1%
CC(=O)c1sc(NC(=O)c2ccccc2F)nc1-c1ccccc1	-2.4%	i	0.3	1.3	-3%	4%	8%	10	-16	-1.1%	-3%
O=C(Nc1ccccc1)N1CCC(C(=O)N2CCCC(C(F)(F)F)C2)CC1 (stereo unspecified)	0.9%	i	0.7	.	-1%	.	.	.	.	.	-1%
COc1ccc(C/C(N)=N/OC(=O)c2ccco2)cc1OC	-0.1%	i	0.1	1.1	3%	10%	17%	6	10	-4.6%	2%
COc1cccc(-c2c(C(=O)N/N=C/c3ccsc3)nnn2-c2nonc2N)c1	4.4%	i	1.2	.	-1%	.	.	.	.	.	1%
O=C(Nc1ccc2c(c1)OCCO2)C1CCN(S(=O)(=O)c2ccc3c(c2)OCCO3)CC1	-1.4%	i	4.4	1.2	1%	-1%	2%	7	14	-5.7%	3%
CCCCC1(C(=O)OCC)NC(c2ccc(O)cc2)C2C(=O)N(c3ccccc3)C(=O)C21 (stereo unspecified)	-0.5%	i	0.4	.	-2%	.	.	.	.	.	-5%
CCc1cccc(C)c1NC(=S)N1CCCC1C(=O)O (stereo unspecified)	-0.5%	i	0.3	1	14%	-5%	-11%	-1	4	2.0%	10%
O=c1cc(CSc2n[nH]c(-c3ccncc3)n2)nc2sccn12	1.1%	i	0.1	0.9	-3%	-4%	-1%	-5	5	1.4%	23%
COc1cc(O)c(/C=N/NC(=O)c2ccncc2)c(OC)c1[N+](=O)[O-]	7.2%	i	0.4	1.4	25%	4%	-21%	-10	12	-6.5%	24%
CC(C)CC(=O)N1CCN(C(=O)CCC2CCCC2)CC1	1.4%	i	1.2	1.1	-1%	7%	7%	-1	-5	-4.1%	-1%
C/C=C\C=C/C(=O)Nc1cccc(C2=NOC3(C2)C[C@@H](C(N)=O)N(C(=O)C2(C)CC2)C3)c1 (stereo partly specified)	2.5%	i	1.0	.	-3%	.	.	.	.	.	5%
Cc1ccc(S(=O)(=O)N(CC(=O)NCCC2=CCCCC2)Cc2ccccc2F)cc1	14%	i	0.0	1	1%	19%	16%	61*	17*	-7.4%	2%
CN(C)c1ccc(/C=N/N=C2/SC(CC(=O)O)C(=O)N2c2ccc(O)cc2)cc1 (stereo unspecified)	-0.8%	i	0.8	1.1	-6%	-8%	-1%	0	8	-5.4%	-3%
Cc1ccccc1NC(=O)c1ccc(C)c(S(=O)(=O)Nc2cccnc2)c1	0.9%	i	0.3	.	5%	.	.	.	.	.	2%
CCC(CC)N1CCN(S(=O)(=O)c2ccc(OC)cc2)CC1	0.7%	i	0.5	.	-2%	.	.	.	.	.	12%
O=C(NCc1cccs1)c1cc(-c2ccccc2)on1	0.6%	i	7.1	1.1	0%	6%	6%	8	3	1.0%	4%

Compound profiles, from the list above.
Entry for C/C=C\C=C/C(=O)Nc1cccc(C2=NOC3(C2)C[C@@H](C(N)=O)N(C(=O)C2(C)CC2)C3)c1 (stereo partly specified) → RSV CPE inhibition = 2.5%; Myeloid diff MLP = i; Myeloid diff MLP GFP+ MAC1+ % = 1.0; TNAP activation fold = .; PhoP inhibition = -3%; PMI inhibitors = .; human PMI inhibitors = .; WT yeast gro inh = .; WT yeast gro inh mutant strain = .; XIAP displacement = .; SIAH1 antagonists = 5%
Entry for O=c1cc(CSc2n[nH]c(-c3ccncc3)n2)nc2sccn12 → RSV CPE inhibition = 1.1%; Myeloid diff MLP = i; Myeloid diff MLP GFP+ MAC1+ % = 0.1; TNAP activation fold = 0.9; PhoP inhibition = -3%; PMI inhibitors = -4%; human PMI inhibitors = -1%; WT yeast gro inh = -5; WT yeast gro inh mutant strain = 5; XIAP displacement = 1.4%; SIAH1 antagonists = 23%

Back to the main list, starting 2 compounds before the break.
SMILES	RSV CPE inhibition	Myeloid diff MLP	Myeloid diff MLP GFP+ MAC1+ %	TNAP activation fold	PhoP inhibition	PMI inhibitors	human PMI inhibitors	WT yeast gro inh	WT yeast gro inh mutant strain	XIAP displacement	SIAH1 antagonists
CCC(CC)N1CCN(S(=O)(=O)c2ccc(OC)cc2)CC1	0.7%	i	0.5	.	-2%	.	.	.	.	.	12%
O=C(NCc1cccs1)c1cc(-c2ccccc2)on1	0.6%	i	7.1	1.1	0%	6%	6%	8	3	1.0%	4%
CCOC(=O)c1c(-c2ccc(F)cc2)csc1NC(=O)CCN1CCOCC1	0.2%	i	0.5	1.1	12%	24%	7%	36	32	-0.2%	2%
CCn1nc(C)c(CNC(=O)c2cc(COc3ccc(C)nc3)on2)c1C	9.6%	i	1.0	.	-6%	.	.	.	.	.	6%
COC(=O)c1ccc(OCC(O)CN2CCN(C(=O)c3ccco3)CC2)c(OC)c1 (stereo unspecified)	0.2%	i	0.9	.	8%	.	.	.	.	.	-2%
c1cncc(CSc2ccc(-c3ccc4c(c3)OCO4)nn2)c1	14%	i	0.3	1	-9%	-32%	-7%	8	6	-6.0%	4%
CCCn1c(SCc2ccccn2)nc2c1c(=O)n(C)c(=O)n2C	2.9%	i	0.6	1.1	3%	-10%	5%	-6	-1	-2.7%	-1%
CCC(=O)Nc1cccc(NC(=O)c2ccc3c(c2)OCO3)c1	0.7%	i	0.9	1.1	5%	18%	15%	4	-1	-1.0%	1%
CN1CCc2nc(NC(=O)c3cccc(OC(F)F)c3)sc2C1	-1.4%	i	0.9	1.1	0%	-5%	-3%	10	11	-7.5%	-1%
